TCR-CD3 inh = human TCR-CD3 binding inhibition. TAMRA-labeled TCR probe fluorescence, biochemical. inhibition, % at 9.4 µM. actives 0.37% (n = 360,000). AID 651800; in the data active = inhibition above about 19%;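 note: recombinant mutant TCR 2C K166C tagged with TAMRA read by polarization; 0% = receptor in buffer alone and 100% = receptor with positive control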
SIAE primary = blocks human sialic acid acetylesterase; inhibition, % at 9.66 µM; Q9HAT2; actives 0.69% (n = 370,000); SIAE FP-Rh probe binding, fluorescence polarization;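 active = inhibition above a cutoff: mean of compounds within the control limits plus 3 SD of those, cut at about 17% in these data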;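 note: 0% = plate median of compound wells and 100% = probe without SIAE protein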
Target sequence (Q9HAT2 whole entry, looked up): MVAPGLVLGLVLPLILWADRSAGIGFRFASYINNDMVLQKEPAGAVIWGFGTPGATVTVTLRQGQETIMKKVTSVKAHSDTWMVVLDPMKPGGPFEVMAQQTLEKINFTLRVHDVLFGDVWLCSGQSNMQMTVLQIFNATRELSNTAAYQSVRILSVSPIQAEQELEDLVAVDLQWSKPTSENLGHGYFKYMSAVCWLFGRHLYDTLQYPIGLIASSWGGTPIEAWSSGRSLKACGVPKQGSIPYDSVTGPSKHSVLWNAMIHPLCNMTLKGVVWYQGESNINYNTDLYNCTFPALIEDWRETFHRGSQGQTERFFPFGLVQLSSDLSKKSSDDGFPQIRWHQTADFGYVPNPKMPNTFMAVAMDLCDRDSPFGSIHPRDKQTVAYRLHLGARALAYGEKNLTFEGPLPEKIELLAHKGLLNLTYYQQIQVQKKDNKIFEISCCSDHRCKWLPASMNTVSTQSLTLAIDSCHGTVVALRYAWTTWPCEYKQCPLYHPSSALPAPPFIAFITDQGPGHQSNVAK
LEDGF integ inh = blocks HIV-1 LEDGF/p75-dependent DNA integration. AID 743269. actives 0.64% (n = 370,000). TR-FRET IN-LEDGF/p75 DNA integration, Eu/Cy5. inhibition, % at 3.7 µM;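 active = inhibition above the screen-wide mean plus 3 SD, cut at about 13% in these data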;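 note: signal is the Cy5 over europium emission ratio at 671 and 618 nm; 0% = plate median of compound wells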
PRMT1 inh = blocks human protein arginine methyltransferase 1. recombinant PRMT1, activity-based probe fluorescence polarization. Q99873. AID 652257. actives 1.3% (n = 370,000). inhibition, % at 2.79 µM;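 active = inhibition above about 21% made by adding two undisclosed values, limit read from the data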
Target sequence (Q99873 whole entry, looked up): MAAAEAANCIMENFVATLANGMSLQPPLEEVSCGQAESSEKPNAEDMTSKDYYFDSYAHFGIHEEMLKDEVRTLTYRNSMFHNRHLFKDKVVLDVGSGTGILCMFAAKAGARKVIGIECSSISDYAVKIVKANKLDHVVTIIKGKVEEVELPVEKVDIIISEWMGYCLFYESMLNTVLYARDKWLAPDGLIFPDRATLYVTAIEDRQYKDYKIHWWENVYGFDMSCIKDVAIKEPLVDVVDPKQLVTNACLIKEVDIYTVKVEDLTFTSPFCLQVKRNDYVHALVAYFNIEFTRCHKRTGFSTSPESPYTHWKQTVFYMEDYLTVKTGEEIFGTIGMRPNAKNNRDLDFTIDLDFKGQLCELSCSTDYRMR
MBD2 DNA inh = inhibitors of human MBD2 binding to methylated oligonucleotide; Q9UBB5; TR-FRET; inhibition, % at 4.4 µM; actives 0.31% (n = 370,000); AID 686964; in the data active = inhibition above about 13%
mABHD4 FP = ABHD4 (mouse) inhibition, primary FP screen | AID 720543 | Q8VD66 | actives 0.54% (n = 370,000) | inhibition, % at 8.92 µM | purified mABHD4, FP-Rh probe fluorescence polarization;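 active = inhibition exceeding the mean over every tested compound plus 3 SD, cut at about 30% in these data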;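 note: 0% = plate median of compound wells and 100% = S159A mutant with DMSO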
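Doses – 8.92 µM, single dose · Material – wild-type mouse ABHD4 protein · Replication – single well per compound (singlicate) · Measure – percent inhibition of probe binding, normalized to plate controls · Schedule – 45 min compound pre-incubation plus 60 min probe step, 25 °C · Detection – fluorescence polarization with parallel and perpendicular emission, 525/598 nm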
TDP2 absorb = TDP2 (human) inhibition, absorbance primary screen; recombinant TDP2, T5PNP hydrolysis, p-nitrophenol absorbance 415 nm; O95551; inhibition, % at 12.8 µM; actives 0.34% (n = 370,000);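 active = inhibition above the mean of all tested compounds plus 3 SD, set per campaign, cut at about 25% in these data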;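 note: 0% = DMSO with enzyme and 100% = buffer with substrate but no TDP2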
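System – recombinant human TDP2 · Quantity – TDP2 enzyme at 120 nM final · Doses – single concentration, 12.8 µM nominal, with 1% DMSO · Incubation – 2 h at 37 °C · Measured by – epi absorbance of p-nitrophenol freed from T5PNP by hydrolysis · Read-out – % inhibition relative to enzyme-containing and enzyme-free wells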
GC-B act = GC-B (human) receptor activation. P20594. HEK293-GC-B cells, CNP EC30, cGMP TR-FRET; 0% at EC30 CNP, 100% saturating CNP. activation, % at 10 µM. actives 0.11% (n = 370,000). AID 1920062;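 active = activation at 10 µM reaching about 35% in either raw or pattern-adjusted values, limit read from the data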
rCAG binder = r(CAG) repeat RNA binding | TO-PRO-1 dye displacement fluorescence | inhibition, % at 3 µM | actives 1.3% (n = 370,000) | AID 651821;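 active = inhibition above the plate cutoff, the mean of all test compounds on that plate plus 3 SD, cut at about 35% in these data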;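 note: 0% = DMSO alone and 100% = 100 µM mitoxantrone as full dye displacement; higher means more dye released from RNA so lower well fluorescence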
HTRA1 inhibitor = HTRA1 (human) protease inhibition. Q92743. recombinant HTRA1, FP-rhodamine activity-based probe, fluorescence polarization. inhibition, % at 5.96 µM. actives 0.5% (n = 340,000); in the data active = inhibition above about 36%;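 note: 0% = enzyme with DMSO and 100% = wells lacking enzyme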
Numbers without * were called inactive; nt = not tested or not shown. Not all compounds are listed (hit frequency here may not be typical).

SMILES	TCR-CD3 inh	SIAE primary	LEDGF integ inh	PRMT1 inh	MBD2 DNA inh	mABHD4 FP	TDP2 absorb	GC-B act	rCAG binder	HTRA1 inhibitor
CCN(CC)S(=O)(=O)c1cc(C(=O)Nc2nncs2)c(Cl)cc1Cl	1	1	-1	-1	0	-2	-1	1	4	-1
Cc1ccc(Cl)cc1N1CCN(CC(O)COC(C)C)CC1 (stereo unspecified)	-4	-7	-6	6	6	-6	-18	1	-12	-4
Cn1c(CCNC(=O)c2ccco2)nc2cc(NC(=O)c3ccco3)ccc21	3	7	0	0	1	-3	5	-2	5	3
O=C(CNC(=S)NC(=O)c1ccc(Cl)cc1)c1ccccc1	0	3	0	-3	-5	-5	-5	7	4	-5
N#CC1=C(N)C(C#N)(C#N)C(c2ccc[nH]2)C2CCCC=C12 (stereo unspecified)	21*	10	5	20	-13	29	8	nt	-6	13
COc1ccc(CN/C(C)=C(/C#N)C(N)=O)cc1OC	2	6	0	0	3	-7	8	0	-4	-4
O=S(=O)(c1cccc2ccccc12)N1CCC2CC1c1cc(-c3ccc4c(c3)OCO4)ccc12 (stereo unspecified)	-2	7	0	-2	-6	3	-7	-3	3	nt
Cc1cc(C(=O)NCc2ccco2)c2ccccc2n1	-2	5	-6	3	5	7	-3	-1	0	4
Cc1nnsc1C(=O)Nc1ccc(S(=O)(=O)N2CCCCC2)cc1	10	-1	-1	-3	5	1	0	-4	3	-6
CCOc1ccc(/C=C/C2=NNC(=O)CC2)cc1	8	-2	1	-1	-1	-8	-7	-1	-2	3
COc1ccccc1OCC(=O)Nc1cc(C)ccc1NC(=O)c1ccco1	-8	-8	-2	3	4	3	-3	0	-8	0
CCOc1cc(C)ccc1OCc1nnc(SCC(=O)c2cccc([N+](=O)[O-])c2)n1CC	2	-9	0	-1	-1	8	2	2	9	3
O=C(NCCNS(=O)(=O)c1ccccc1)c1cc(OCC(F)(F)F)ccc1OCC(F)(F)F	7	3	-1	1	-1	-5	-5	0	-5	5
N=c1oc2ccccc2cc1C(=O)Nc1ccccc1	4	6	1	2	0	-7	19	0	2	3
S=C(NC1CCCC1)NC1CC1	1	-2	-13	1	-1	-2	-10	0	-4	-2
CC(C)(C)C(=O)NC1(C(F)(F)F)N=C2SCCN2C1=O (stereo unspecified)	1	5	0	5	4	-2	5	1	7	-1
COC(=O)c1ccccc1S(=O)(=O)N1CCC(C(=O)N(C)CCOc2ccccc2)CC1	-10	0	-3	-2	1	-6	-13	-1	-3	0
C#CCOCCOCCOCCNc1nc(N2CCN(C(=O)C([C@@H](C)O)n3cc([C@@H](N)CCCCN)nn3)CC2)nc(N2CCN(C(=O)[C@H](CCC(=O)O)n3cc([C@@H](N)[C@H](C)CC)nn3)CC2)n1 (stereo partly specified)	1	5	-6	-1	5	0	0	3	3	4
CN1/C(=C/C=N/NC(=O)c2ccc([N+](=O)[O-])cc2)C(C)(C)c2ccccc21	-5	12	-3	3	4	19	1	1	-4	20
Oc1ccc(Br)cc1-c1ccn[nH]1	5	12	1	-1	0	5	0	1	5	-7
Cc1cccnc1NC(=O)Nc1cccc2ccccc12	0	6	-1	-1	-1	0	1	-4	2	-5
CCN(CC(=O)Nc1ccc(NC(C)=O)cc1)C(=O)CCCN1C(=O)c2ccccc2C1=O	10	-5	2	0	-1	8	8	0	-3	4
NC(=O)c1nsc(C(=O)N(c2cccc(F)c2)C(C(=O)NCC2CCCO2)c2ccc3ncccc3c2)c1N (stereo unspecified)	-2	0	0	-2	2	-3	-7	-27	2	-5
CC(=O)C1=CCC(c2cccs2)N(S(=O)(=O)c2ccc(C)cc2)C1 (stereo unspecified)	5	1	2	-3	1	-8	-9	-2	5	nt
COc1cc(CNCc2ccccc2C(F)(F)F)cc(OC)c1	8	-1	0	0	2	10	10	-10	-9	-10
Cc1ccc(Cc2c(-c3ccco3)nc3ccc(Br)cn23)cc1	0	-2	2	31*	1	11	10	30	23	nt
CSCCC(NC(=O)c1cccc(S(=O)(=O)N2CCOCC2)c1)C(=O)Nc1cccc(C)c1 (stereo unspecified)	-3	-5	-1	0	0	1	12	10	1	0
CC1CN(C(=O)c2ccc(C(=O)c3ccccc3)cc2)CC(C)O1 (stereo unspecified)	-5	0	-1	2	5	0	1	-3	-7	0
COC(=O)C1=CN(c2ccc(C(C)(C)C)cc2)C(N)=C(C#N)C1c1cccc([N+](=O)[O-])c1 (stereo unspecified)	1	4	-1	1	0	8	0	6	11	nt
COc1ccc(NC(=O)c2ccc(Oc3ncccn3)cc2)cc1	0	5	1	-2	4	3	-7	-5	-3	-3
COc1ccc(NC(=O)CCCC(=O)c2ccccc2)cc1OC	-3	1	-6	2	-3	-1	-10	-2	1	9
O=C(NCCc1cccc(Cl)c1)c1ccc2c(c1)OCO2	2	7	-1	-1	4	-9	5	1	-4	-4
CCc1nn2c(=O)c(S(=O)(=O)Nc3ccc(Cl)cc3)c(C)nc2s1	3	-9	3	-2	-6	4	4	1	3	0
Cc1cc(C)n2nc(C(=O)OCC(=O)N(CC(C)C)C3CCS(=O)(=O)C3)nc2n1 (stereo unspecified)	3	1	2	-5	-8	-1	-12	-1	2	8
COc1ccc(C(=O)c2sc(Nc3ccccc3)c(C(=O)Nc3ccc(OC)c(OC)c3)c2N)cc1	3	5	0	6	-4	11	7	-4	22	25
Cc1cccc(-n2nc3c(c2NC(=O)c2ccco2)CS(=O)(=O)C3)c1C	6	-3	7	-4	-5	-7	-20	-3	3	5
CCOC(=O)c1c(C)[nH]c(C)c1C(=O)COC(=O)[C@@H](NC(=O)c1ccccc1OCC)C(C)C	1	-3	-1	1	1	3	4	-11	-5	-10
Clc1ccc(-c2nnc(-c3ccc4ccccc4c3)o2)cc1	5	-3	4	-1	-1	1	2	0	1	-1
COc1ccc(/C=N/Nc2ccc(C(F)(F)F)cc2[N+](=O)[O-])cc1O	6	-9	5	-3	3	6	-20	-1	7	9
CCCCCCn1cc(CN2CC(N3CCN(CCN(C)C)CC3)CS2(=O)=O)nn1 (stereo unspecified)	12	12	1	1	8	4	-4	3	1	nt
O=C(NCC1CCCO1)c1ccccc1-c1nc(-c2ccc(F)cc2)no1 (stereo unspecified)	-6	5	3	0	7	-2	7	7	-6	-1
CC(=O)c1ccc(NC(=O)CSc2nccn2C)cc1	4	0	0	-2	2	-2	4	-2	-1	5
CCC(NC(=O)Cn1cnc2c(=O)n(C)c(=O)n(C)c21)c1ccccc1 (stereo unspecified)	7	3	4	-2	0	2	-4	6	5	6
NC(=O)c1ccc(N2CCCCC2)c(N2C(=O)C3CC=CCC3C2=O)c1 (stereo unspecified)	4	14	0	2	-1	5	-4	5	-1	-1
N=c1c2c(ncn1Cc1ccco1)Oc1ccc3ccccc3c1C2c1ccccc1 (stereo unspecified)	6	-89	3	-1	1	-74	-14	-2	10	-108
CC(C)c1ccc(/C=C2\SC(=O)N(CC(=O)NC3CCS(=O)(=O)C3)C2=O)cc1 (stereo unspecified)	-2	-17	3	14	-1	-9	17	-3	9	-6
COc1ccc(-n2cc(CN3CCCC3)c(-c3cccc(F)c3)n2)cc1	2	-10	1	-4	-4	1	-10	-3	-2	-31
Cc1ccc(C(=O)Nc2ccc(N3CCCC3)cc2)cc1	3	-3	0	-5	-2	-3	-9	5	-2	-5
COc1cc(OC)cc(-c2nc(-c3ccccc3OC)no2)c1	-4	2	3	0	-4	2	0	-3	0	0
O=C(OCc1ccccc1)[C@H](Cc1ccccc1)NC(=O)[C@@H]1CC=C[C@@H]2CCN(Cc3ccccc3)C(=O)[C@@H]21	nt	0	-2	-2	2	8	0	-5	nt	nt
COc1ccc(C(=O)NC2CCN(S(=O)(=O)c3ccccc3F)CC2)cc1	-5	-2	-3	8	-1	2	-2	-3	-4	-3
O=C(Cc1ccccc1)NCc1ccc(-n2cccc2)cc1	3	2	-2	0	-2	5	8	-1	0	-4
CN1/C(=C\C=C2\N=C(c3ccc(F)cc3)OC2=O)C(C)(C)c2ccccc21	-12	-18	0	-2	-1	-152	12	-6	2	-17
COC(=O)C(C#N)C(c1cccnc1)c1c(C)[nH][nH]c1=O (stereo unspecified)	0	6	0	1	-6	4	15	2	-1	5
O=C(O)CCCCCn1c(SCC(=O)Nc2ccc(F)cc2)nc2ccsc2c1=O	-4	-1	4	-2	0	-7	-5	-1	5	0
COc1ccc(N2CCN(C(=O)NCc3ccc(OC)c(OC)c3)CC2)cc1	-2	1	1	1	-4	-4	-10	0	-8	3
O=S(=O)(c1ccc(Cl)cc1)N1CCN(Cc2ccc(O)c3ncccc23)CC1	2	11	-3	-3	-1	5	9	3	3	3
Cc1cc(C)c2ccc(Cl)cc2n1	4	5	0	-2	-1	5	8	-3	1	1
O=S(=O)(NCCC1CC1(Cl)Cl)c1ccc(Cl)cc1 (stereo unspecified)	5	7	-3	2	3	-5	-12	-6	1	-5
O=C(Nc1ccccc1N1CCCC1)c1ccc([N+](=O)[O-])cc1Cl	1	0	2	0	3	1	10	-1	0	6

Reprinted from the part before: five compounds, followed by the next part.
SMILES	TCR-CD3 inh	SIAE primary	LEDGF integ inh	PRMT1 inh	MBD2 DNA inh	mABHD4 FP	TDP2 absorb	GC-B act	rCAG binder	HTRA1 inhibitor
COc1ccc(N2CCN(C(=O)NCc3ccc(OC)c(OC)c3)CC2)cc1	-2	1	1	1	-4	-4	-10	0	-8	3
O=S(=O)(c1ccc(Cl)cc1)N1CCN(Cc2ccc(O)c3ncccc23)CC1	2	11	-3	-3	-1	5	9	3	3	3
Cc1cc(C)c2ccc(Cl)cc2n1	4	5	0	-2	-1	5	8	-3	1	1
O=S(=O)(NCCC1CC1(Cl)Cl)c1ccc(Cl)cc1 (stereo unspecified)	5	7	-3	2	3	-5	-12	-6	1	-5
O=C(Nc1ccccc1N1CCCC1)c1ccc([N+](=O)[O-])cc1Cl	1	0	2	0	3	1	10	-1	0	6
CC(=O)Oc1ccccc1C(=O)Nc1ccccc1C(=O)N1CCCC1	6	4	-1	0	-2	3	-14	1	-3	10
CCC(=O)N1CCc2cc(S(=O)(=O)CCC(=O)NCc3ccccc3OC)ccc21	8	3	-4	-1	3	-4	-7	-2	2	9
CCn1c(=O)c(C(=O)NCCc2ccccc2)c(O)c2ccccc21	5	7	0	1	-2	2	3	2	1	-34
CC(C)(C)N(Cc1ccccc1)C(=O)COC(=O)CCc1c[nH]c2ccccc12	-6	2	1	5	10	-12	-14	-7	5	-18
O=C(Nc1ccc(Cl)c(-c2nc3ccccc3[nH]2)c1)c1cccnc1	-3	-13	-1	4	0	-8	5	20	4	-16
COc1cc(OC)cc(C(=O)Nc2nc3ccc(S(C)(=O)=O)cc3s2)c1	1	-20	-1	-1	3	-9	11	1	4	-6
Cc1cc(NC(=O)CSc2nc(-c3ccc(F)cc3)cs2)no1	7	-6	3	0	-8	1	-2	-8	2	-10
Cc1ccc(Nc2nc(N)nc(CCl)n2)cc1	-6	-7	2	6	3	-8	-22	0	2	nt

Screening results: PubChem, several laboratories
